SKBR3 24h inh: SK-BR-3 proliferation inhibitors; SK-BR-3 viability, CellTiter-Glo ATP luminescence, 24 h; active compounds read low; viability, % at 10 µM; 0.47% of 41,000 active;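 active = viability at or below the median of all test compounds minus 3 SD, in both replicates if run twice, cut at about 45% in these data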;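 note: 100% = median untreated cell wells and 0% = median positive control drug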
An asterisk follows results filed as active. The list is partial; count on the stated rates, not on these rows.

mol,SKBR3 24h inh
CC(C)NC(=O)Cn1c(SCC(=O)N2CCCCCC2)nc2ccccc21,90
COc1cccc(NC(=O)N2CCC(N3CCCCC3)CC2)c1,69
Nc1c(NC2CCCCC2)c2ccccc2oc1=O,88
O=C(c1ccco1)N1CCN(S(=O)(=O)c2ccc(S(=O)(=O)NC3CCCCC3)cc2)CC1,88
CCCCSc1nn[nH]n1,90
COc1cccc(C(=O)Nc2ccc(N(C)C)cc2)c1OC,93
COc1ccc(S(=O)(=O)NCc2ccccn2)cc1Cl,85
Cc1ccc(NC(=O)c2oc3c(c2C)C(=O)CC(C)(C)C3)cc1,95
Cc1ccc(-c2noc(CN3CCC(C(N)=O)CC3)n2)cc1,108
Cc1ccc(C(=O)CSc2n[nH]c(-c3ccco3)n2)cc1C,109

Molecules listed so far that contain an aryl methoxy group, in the order listed:
mol,SKBR3 24h inh
COc1cccc(NC(=O)N2CCC(N3CCCCC3)CC2)c1,69
COc1cccc(C(=O)Nc2ccc(N(C)C)cc2)c1OC,93
COc1ccc(S(=O)(=O)NCc2ccccn2)cc1Cl,85

Next compounds follow:
mol,SKBR3 24h inh
CC1CCN(CCc2nc3cc(NS(=O)(=O)c4ccccc4)ccc3n2C)CC1,84
Cc1[nH]c2ccccc2c1C1(O)C(=O)N(Cc2ccc3c(c2)OCO3)c2ccccc21 (stereo not given),81
CCc1ccc(NC(=O)c2cc(-c3ccco3)on2)cc1,97
COC(=O)CSc1nnc(CNC(=O)c2ccc(OC)cc2OC)n1C,89
Cc1ccc(CNc2ncnc3c2cnn3-c2ccccc2)cc1,88
CC(C)Cn1c2c(c(O)c(C(=O)Nc3ccc(F)cc3)c1=O)CCCC2,96
O=C(NCC(=O)N(CC1CCCO1)C(C(=O)NC1CCCC1)c1cccnc1)c1ccco1 (stereo not given),104
COc1ccc2oc(=O)c(C(=O)N3CCN(c4ccccc4C)CC3)cc2c1,98
Cc1cc(=O)oc2cc(OCc3ccc(S(=O)(=O)N4CCOCC4)cc3)ccc12,75
Oc1c(CN2CCN(c3ccccn3)CC2)cc(Cl)c2cccnc12,75
CN(c1nc(-c2ccccc2)cs1)C1CCS(=O)(=O)C1 (stereo not given),79
CN1C2C=C3C(C#N)=C(N)C(C#N)(C#N)[C@@H](c4ccc(Cl)cc4)[C@@H]3C1CC2 (stereo not given in full),66
CCOc1ccc(NC(=O)c2cccc(-n3cnnn3)c2)cc1,71
COc1cc(NC(=O)c2cccc(Cl)c2)c(OC)cc1NC(=O)CN1CCOCC1,97
COCCCNC(=O)COc1ccc(S(=O)(=O)Nc2ccccc2)cc1,102
CCCCC(=O)NC(Nc1cc(C)ccn1)(C(=O)OCC)C(F)(F)F (stereo not given),82
O=C(NCC1CCCO1)C1CCN(C(=O)c2ccc(Br)cc2)CC1 (stereo not given),109
O=C(CSc1nnc(-c2cccnc2)n1C1CCCCC1)NC1CCCCC1,98
CCOC(=O)C1CCN(CC(=O)N2C(C)CCCC2C)CC1 (stereo not given),82
COc1ccc(C)cc1S(=O)(=O)N1CCN(Cc2ccccc2)CC1,87
COC(=O)[C@@H](NC(=O)NCc1ccccc1Cl)C(C)C,97
COc1nc(-c2ccccc2)ccc1-c1noc(-c2cccs2)n1,81
COc1ccc(CCn2c(NCCCN3CCOCC3)nc3c2c(=O)[nH]c(=O)n3C)cc1,107
CC(C)NS(=O)(=O)c1ccc(CCC(=O)NCc2ccco2)cc1,91
COc1ccc(OC)c(C(C)NC(=O)c2ccco2)c1 (stereo not given),101
Cc1cc(C(F)(F)F)n2nc(C(=O)O)c(Cl)c2n1,89
COc1ccc(NC(=O)C2CCN(C(=O)NC3CCCCC3)CC2)c(OC)c1,97
Cc1cccn2c(=O)c3cc(C(=O)NC(C)C)c(=N)n(Cc4ccncc4)c3nc12,92
Cc1cc(=O)[nH]c(SCC(=O)Nc2ccc(Br)cn2)n1,93
Cc1ccccc1NS(=O)(=O)c1cc(C(=O)NCc2ccco2)ccc1C,74

4 of the compounds above, field by field:
> COc1ccc(OC)c(C(C)NC(=O)c2ccco2)c1 (stereo not given)
  SKBR3 24h inh: 101

> COC(=O)[C@@H](NC(=O)NCc1ccccc1Cl)C(C)C
  SKBR3 24h inh: 97

> COc1ccc(NC(=O)C2CCN(C(=O)NC3CCCCC3)CC2)c(OC)c1
  SKBR3 24h inh: 97

> Cc1ccccc1NS(=O)(=O)c1cc(C(=O)NCc2ccco2)ccc1C
  SKBR3 24h inh: 74

Going on with the list:
mol,SKBR3 24h inh
CSc1c(C#N)c(N)c(C#N)c2c1COC(C)(C)C2,81
CCCN1C2CCCC1CC(NC(=O)c1cc(OC)c(OC)c(OC)c1)C2 (stereo not given),109
Cc1ccc(N(C(=O)Cn2nnc3ccccc32)C(C(=O)NC2CCCCC2)c2cn(C)nc2C)cc1 (stereo not given),78
COc1cccc(C(=O)Cn2c(N3CCOCC3)nc3c2c(=O)n(C)c(=O)n3C)c1,83
CCn1c(-c2ccco2)nc2ccccc21,84
CCCc1c(O)nc(SCCN(CCC)CCC)[nH]c1=O,103
CC(=O)c1c(NCc2ccccc2)nc(=O)n(-c2ccccc2)c1C,74
c1ccc(-c2nc(NCc3cccnc3)c3oc4ccccc4c3n2)cc1,99
Cc1ccc(C(=O)Nc2ccc3c(c2)nc2n3CCSC2)cc1,89
N#Cc1cc2cc3c(cc2nc1N1CCCCC1)OCCO3,98
CCNC(=O)N(C(=O)NCC)n1c(C)nnc1C,99
CC(C)C[C@H](NC(=O)Nc1ccc(S(N)(=O)=O)cc1)C(=O)O,87
CN(C)/C=C1\N=C(c2ccc(Cl)cc2Cl)OC1=O,134
COC(=O)C1=C(N)Oc2cc(C)n(Cc3ccco3)c(=O)c2C1c1cccc(Cl)c1 (stereo not given),108
N#CCCSc1ncnc2c1oc1ccccc12,92
Cc1nc2ccccn2c1C(=O)NCc1cccnc1,95
Cc1c(C=NCCOCc2ccccc2)cnn1C,122
Cn1cc(C(=O)NCCN2CCN(c3cccc(Cl)c3)CC2)c2c3ccccc3n(C)c2c1=O,56
COC(=O)c1ccc(NC(=O)CN2C(=O)CSC2=O)cc1,101
C=CCn1c(N)c(C(=O)OCC(C)C)c2nc3ccccc3nc21,81
COc1cccc(NS(=O)(=O)c2ccc3c(c2)n(C)c(=O)c(=O)n3C)c1,71
COC(=O)C1=C(N)N(c2ccc(F)cc2)C2=C(C(=O)CCC2)C1c1ccc2c(c1)OCO2 (stereo not given),93
Cc1cccc(Nc2nc(-c3ccccn3)cs2)n1,112
CCc1sc(C(=O)NC)cc1Br,85
OCc1ccccc1OCCOc1ccc(Cl)c2cccnc12,107
CC1CCCC(NC(=O)C2CCN(S(=O)(=O)N3CCC4(CC3)OCCO4)CC2)C1C (stereo not given),108
COC(=O)c1ccc(Nc2cc(C)nc(-c3ccccc3O)n2)cc1,99
CC1CCN(C(=O)c2ccc(COc3ccccc3Cl)o2)CC1,89
COC(=O)c1cc(NC(=O)CN(c2ccc3c(c2)OCO3)S(C)(=O)=O)ccc1Cl,95
COc1ccc(S(=O)(=O)N2CCCN(CC(=O)C(C)(C)C)CC2)cc1,78
CCOC(=O)c1ccc(NC(=O)NC(C)C2CCCO2)cc1 (stereo not given),102
CCSc1nnc(-c2ccccc2NC(=O)CC)c(=O)[nH]1,83
O=C(NCc1ccccc1)N1CCC(n2cnc3cc(F)ccc32)CC1,102
COc1ccc(OCC(=O)Nc2ccc(S(=O)(=O)Nc3cc(C)nc(C)n3)cc2)cc1,106
CN1CC=C2C(C#N)=C(N)C(C#N)(C#N)C(CCc3ccccc3)C2C1 (stereo not given),86
CCn1c(C(C#N)/C(=N\S(=O)(=O)c2cccs2)c2ccccc2)nc2ccccc21 (stereo not given),81
CC1(C)CC(=O)C=C(NCc2cccnc2)C1,80
O=C(O)c1ccc2c(c1)C(c1ccccc1)OC2=O (stereo not given),109
CC(Oc1ccccc1)C(=O)NC1CC(C)(C)NC(C)(C)C1 (stereo not given),62
COc1ccc(S(=O)(=O)NCc2ccccn2)c(Cl)c1Cl,93
COCCNC(=O)Cn1nc(C)c2ccccc2c1=O,88
COc1ccc(CCNC(=O)CC2COc3ccccc3O2)cc1OC (stereo not given),96
COC(=O)c1c(NC(=O)c2nc3ncccn3n2)sc(C(=O)N(C)C)c1C,45
CCOC(=O)c1c(C)[nH]c2cc(Br)c(OC)cc12,86
CCOC(=O)c1c(NC(=O)CSc2nnc(C)s2)sc2c1CCN(C)C2,87
COc1ccc2cc(CN(Cc3cccnc3)S(=O)(=O)c3ccccc3)c(=O)[nH]c2c1,89
COC(=O)C1=C(C)Nc2ncnn2C1c1ccccn1 (stereo not given),89
CCCOc1cccc(C(=O)N(Cc2ccco2)C2CCS(=O)(=O)C2)c1 (stereo not given),98
C=COCCNC(=O)Nc1ccc(Cl)c(Cl)c1,84
NC(=O)c1ccsc1NC(=O)C1CCCN1S(=O)(=O)c1ccc(Cl)cc1 (stereo not given),108

(cont.)
mol,SKBR3 24h inh
CCOC(=O)N1CCN(C(=O)CCN2C(=O)COc3ccc(C)cc32)CC1,86
Cn1c(CN2CCCCC2)c(C#N)c2ccccc21,86
CS(=O)(=O)n1nc(C(=O)N2CCOCC2)nc1N,104
O=S1(=O)N=C(N2CCOCC2)c2ccccc21,89
C=CCNC(=O)NC(=S)c1ccccc1,84
CCOC(=O)C1=C(C(C)=O)C(c2cccnc2)C(C#N)=C(N)O1 (stereo not given),72
Cn1c(=O)c2[nH]c(CNCc3ccccc3Cl)nc2n(C)c1=O,118
COCCCNS(=O)(=O)c1ccc(OC)c(Cl)c1Cl,116
Oc1cccc(Nc2ncnc3ccccc23)c1,98
Cc1cc(C)nc(-n2nc(C)cc2NC(=O)c2cc3ccccc3oc2=O)n1,66
COc1cccc(C(=O)NC2(C(F)(F)F)N=C3SCCN3C2=O)c1 (stereo not given),100
O=C(CSc1nnc2c(Cl)cc(C(F)(F)F)cn12)Nc1ccc2c(c1)OCO2,100
C=C1C2(C(=O)NCc3ccco3)CCC(C2)C1(C)C (stereo not given),103
CCNc1nc(NC(C)C)nc(OCCNS(=O)(=O)c2cc(C)ccc2C)n1,102
COc1ccc(NC(=O)NCc2cccnc2)cc1OC,101
O=C(COC(=O)c1cc2ccccc2o1)c1ccccc1,103
CCOC(=O)c1c(NC(=O)CSc2nnc(Cc3csc(N)n3)n2C)sc(C)c1C,84
Cc1ccc(S(=O)(=O)N2CCN(C(=O)CCC(=O)N3CCc4ccccc43)CC2)cc1,89
CCCn1c(C)cc(=O)c2cc(NC(=O)c3cnccn3)ccc21,79
CSCCC(NC(=O)CCN1C(=O)c2ccccc2C1=O)C(=O)O (stereo not given),98
O=C(CN(Cc1ccccc1)C(=O)CCC(=O)Nc1ccccn1)NCc1ccco1,88
Cc1ccc(CN2C(=O)CCC2C(=O)NCc2ccco2)cc1 (stereo not given),90
COCc1nnc(NC(=O)CCC2CCCCC2)s1,95
O=C(Oc1nsnc1N1CCOCC1)N1CCCCC1,82
COc1ccc(C(C(=O)NC2CCCCC2)N(CC2CCCO2)C(=O)CNC(=O)c2ccco2)cc1 (stereo not given),65
CC1Cc2ccccc2N1C(=O)CSc1nnc2sc3ccccc3n12 (stereo not given),89
CCn1c(SCC(=O)OCc2ccccc2)nnc1-c1ccco1,82
Cn1c(=O)c2c(nc(CN3CCc4ccccc4C3)n2CCc2ccccc2)n(C)c1=O,68
Cc1cc(C)nc(SCc2nnc(SCC(=O)OC3CCCCC3)o2)n1,88
CCc1ccc2[nH]c(=O)c(CN(Cc3nnnn3C3CCCC3)C3CCCCC3)cc2c1,104
COc1ccc2c(c1)nc1n2CN(CC2CCCO2)CN1Cc1ccccc1 (stereo not given),95
CN1CC2=Cc3ccccc3OC23Oc2ccccc2C=C3C1,92
CNC(=O)c1ccc(OCc2ccccc2)c(OC)c1,106
O=C(NC1CC2CCCC(C1)N2C(=O)N1CCCCC1)C1CCCCC1 (stereo not given),96
CCOc1ccccc1NC(=O)c1cc(Cl)ccc1NC(=O)c1ccco1,107
CCOc1ccc(-n2cnnn2)cc1S(=O)(=O)NCc1ccccc1,75
Cc1cc(-n2[nH]c(C)c(C)c2=O)nc(-c2ccccc2O)n1,39*
CCCN(CCC)CCNS(=O)(=O)c1ccc2c(c1)oc(=O)n2C,91
CCCc1nnc(NC(=O)C(C)N2C(=O)C3C4C=CC(C4)C3C2=O)s1 (stereo not given),74
CC(C)(C)NC(=O)Cn1c(SCC(=O)N2CCCCCC2)nc2ccccc21,92
CCOC(=O)c1ccc(NC(=O)NCCN2CCCCC2)cc1,90
CC(C)[C@@H]1N[C@]2(C(=O)Nc3ccccc32)[C@@H]2C(=O)N(c3cccc(C(F)(F)F)c3)C(=O)[C@@H]21,96
COc1ccc(OC)c(NC(=O)CSc2ccccc2)c1,85
COc1ccc(C2C(C(N)=O)=C(C)Nc3nc(-c4ccccc4OC)nn32)cc1OC (stereo not given),88
COC(=O)Nc1ccc(S(=O)(=O)N2CCCCCC2)cc1,74
O=C(COc1ccc(-c2nnco2)cc1)N1CCN(S(=O)(=O)c2ccccc2)CC1,93
COc1ccc(OC)c(C2/C(=C(\O)c3ccc(OC)c(Cl)c3)C(=O)C(=O)N2CCN(C)C)c1 (stereo not given),102
CCCCOCCCNC(=O)Cc1cccs1,96
CC1(C)CNC(=O)c2sc(N3CCCCC3)nc2C1,98
CC(=O)NCCc1ccc(S(=O)(=O)N2CCOCC2)cc1,86

Screening data deposited in PubChem by SRMLSC.
